High-throughput results from PubChem.
Rat MKP-3 inhibitors: MKP-3 phosphatase inhibitors, primary screen, biochemical, rat enzyme, in vitro (AID 425) | Dual specificity protein phosphatase 6 (Rattus norvegicus) | inhibition, % at 20 µM; hits with a dose series show IC50 in µM | recombinant MKP-3 phosphatase activity, fluorescence; higher % means a stronger effect | hit rate 0.17% among 110,000; in the data active means inhibition above about 50%;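 further: plate controls were vehicle for no effect and reference inhibitor for full effect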
Hsp70 inhibitors: Hsp70 inhibitors, probe displacement, primary screen, biochemical, fluorescence polarization (AID 583); Heat shock 70 kDa protein 1A (Homo sapiens); Hsp70 fluorescence polarization probe displacement, mP; higher % means a stronger effect; displacement, % at 20 µM, or IC50 in µM where a hit was titrated; hit rate 0.06% among 140,000; in the data active means displacement above about 50%;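 further: plate controls were vehicle for no effect and reference ligand for full effect; a part of the inactive calls stands beside numbers as strong as those of hits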
The depositor's hits bear a star; . = no result given; & = joins results of further samples.

The first six records (preview)
SMILES	Rat MKP-3 inhibitors	Hsp70 inhibitors
CCc1ccc(NCCC(=O)c2ccc(Br)cc2)cc1	-4.2%	-4.6%
O=C(COc1ccc(Cl)cc1Cl)Nc1nnc(-c2ccco2)s1	-0.3%	-2.5%
Cc1sc2nc(CN(C(=O)c3cccs3)C3CCCC3)[nH]c(=O)c2c1C	-11.9%	6.2%
O=C(Nc1ccccc1C(F)(F)F)c1cc(I)ccc1Cl	2.2%	0.1%
Cc1ccc(C(=O)c2ccc(Br)cc2)cc1S(=O)(=O)Nc1cccc(C(=O)O)c1	1.1%	-1.2%
COc1ccc(OC)c(N(CC(=O)N/N=C/c2ccc(OC3CSC3)cc2)S(=O)(=O)c2ccccc2)c1	0.9%	-7.2%

Main list (from the top)
SMILES	Rat MKP-3 inhibitors	Hsp70 inhibitors
CCc1ccc(NCCC(=O)c2ccc(Br)cc2)cc1	-4.2%	-4.6%
O=C(COc1ccc(Cl)cc1Cl)Nc1nnc(-c2ccco2)s1	-0.3%	-2.5%
Cc1sc2nc(CN(C(=O)c3cccs3)C3CCCC3)[nH]c(=O)c2c1C	-11.9%	6.2%
O=C(Nc1ccccc1C(F)(F)F)c1cc(I)ccc1Cl	2.2%	0.1%
Cc1ccc(C(=O)c2ccc(Br)cc2)cc1S(=O)(=O)Nc1cccc(C(=O)O)c1	1.1%	-1.2%
COc1ccc(OC)c(N(CC(=O)N/N=C/c2ccc(OC3CSC3)cc2)S(=O)(=O)c2ccccc2)c1	0.9%	-7.2%
CC1(C)CC(=O)C2=C(C1)N(c1ccc(F)cc1)C(=O)CC2c1cccnc1 (centres undefined)	-8.0%	.
Cn1c(=O)[nH]c(=O)c2c1nc(Br)n2CCCO	-8.4%	4.6%
CCn1c(N2CCN(C(=O)NC3CCCCC3)CC2)nc2ccccc21	.	-6.8%
Cc1cc(NC(=O)c2ccc3c(c2)OCCO3)no1	-6.7%	2.9%
c1ccc(CNCC2COc3ccccc3O2)cc1 (centres undefined)	-0.4%	0.7%&-3.2%
CCn1c(=O)c(C(=O)NCc2ccc(OC)cc2)c(O)c2ccccc21	-14.7%	-0.6%
CCOC(=O)c1sc(N)c(C#N)c1CSc1nnc(C2CCCCC2)n1N	-25.9%	-7.9%
CN1CCN(C(=O)c2ccccc2NC(=O)c2ccc(Cl)cc2Cl)CC1	-3.6%	.
CC(=O)Nc1c(O)nc(SCC(=O)Nc2cccc(C)c2)[nH]c1=O	.	4.9%
Cc1ccc(C)c(NC(=O)CSc2nnc(CSc3nc(C)cc(C)n3)n2Cc2ccco2)c1	-6.9%	12.3%
COc1ccc2oc(=O)c(-c3csc(N/N=C/c4ccco4)n3)cc2c1	4.8%	-1.2%
CC(=O)C(Sc1nn(C)c(=S)s1)C(=O)Nc1ccccc1 (centres undefined)	-11.5%	1.2%
CC(=O)Nc1coc2ccc(Br)cc12	-9.6%	-0.1%
COc1ccccc1-c1noc(CCC(=O)Nc2cccc(C)c2)n1	-10.7%	2.3%
COc1ccc(-n2c(Cc3cccn3C)nnc2SCC(=O)Nc2ccccc2F)cc1	-7.9%	0.4%
CCOC(=O)c1cccc(NC(=O)CN(c2ccc(C)cc2)S(=O)(=O)c2c(C)n[nH]c2C)c1	-5.3%	-3.4%
O=C(NC1CCN(Cc2ccccc2)CC1)C1CCCN(S(=O)(=O)c2cccc3nonc23)C1 (centres undefined)	1.6%	.
Cc1ccc(N2C(=O)c3ccccc3NC2C(C)Cc2ccc3c(c2)OCO3)cc1 (centres undefined)	.	-1.5%
Cn1c(/C=C/c2cccnc2)nc2ccccc2c1=O	-2.3%	2.1%
Next records.
SMILES	Rat MKP-3 inhibitors	Hsp70 inhibitors
COc1cccc(NC(=O)CC2COc3ccccc3O2)c1 (centres undefined)	.	-3.4%
Cn1c(C(=O)NCCc2ccsc2)cc2c(=O)n(C)c3ccccc3c21	-9.5%	-1.7%
Cc1onc(-c2c(Cl)cccc2Cl)c1C(=O)NCc1ccncc1	3.5%	-0.9%
Cc1cc(Nc2ccccc2)n(CCOC(=O)COc2ccccc2)n1	-4.1%	-2.8%
O=C(O)CN(c1ccc(F)cc1)S(=O)(=O)c1ccc2c(c1)OCCO2	1.6%	-0.7%
O=S(=O)(NC1C2CC3CC(C2)CC1C3)c1ccc2ccccc2c1 (centres undefined)	-2.8%	3.8%
COCCCNC(=O)c1ccc(N2CCOCC2)c(NS(=O)(=O)c2ccc(OC)cc2)c1	.	1.5%
COc1cc(/C=N/N2C(=O)c3cccc4cccc(c34)C2=O)cc(I)c1O	5.3%	5.8%
COc1ccc(OCCSc2nc3ccccc3n2CC(=O)O)cc1	-10.5%&-1.1%	3.4%&-4.5%
COC(=O)C1=C(C)NC(=O)NC1c1ccccc1Br (centres undefined)	0.6%	-2.9%
CCCCN(C(=O)NC(=O)Nc1c(C)cc(C)cc1C)S(C)(=O)=O	0.4%	5.5%
CCOC(=O)c1c(-c2ccccc2)csc1NC(=O)c1ccco1	-4.2%	-0.7%
CCOc1cc(C2C(C(=O)O)c3cc(OCC)c(OCC)cc3C(=O)N2C)ccc1O (centres undefined)	-5.4%	2.9%
COc1ccc(C(=O)NCCSCc2ccc(Br)cc2)cc1	0.7%	-4.0%
CC(=O)Nc1ccc(S(=O)(=O)N2CCC(Cc3ccccc3)CC2)cc1	-0.4%	-0.6%
COc1ccc(CC(=O)N2CC(C)CC(C)C2)cc1 (centres undefined)	-0.1%	3.4%&-4.2%
COC(=O)c1ccccc1NC(=O)c1ccc(Cl)c([N+](=O)[O-])c1	-4.2%	-1.7%
CCOc1c(Br)cc(/C=C2N=C(/C=C/c3ccccc3)OC/2=O)cc1OC	4.5%	-2.3%
CC(NC(=O)c1noc2c1CCCC2)c1ccccc1 (centres undefined)	4.9%	0.3%
CC(=O)Nc1ccccc1OCC(=O)c1ccc2c(c1)OCO2	-1.3%	-4.3%
CC(=O)NC(CCS(C)(=O)=O)C(=O)Nc1ccc(Cl)c(Cl)c1 (centres undefined)	44.3%	0.0%
O=C(CN(Cc1ccc(F)cc1)C(=O)CCC(=O)Nc1ccccn1)NCc1ccco1	-2.4%	-1.2%
O=C(CCN1C(=O)C2(OCCO2)c2ccccc21)c1ccccc1	-5.6%	-2.2%
Cc1cc(=O)n(C)c(=O)n1CCCCCCN1CCCC1	.	2.8%
Cc1ccc2oc(-c3cc(N)ccc3O)nc2c1	2.6%	1.2%
New compounds follow
SMILES	Rat MKP-3 inhibitors	Hsp70 inhibitors
COc1ccc(C(NC(=O)c2ccccc2OC)c2ccc(OC)c(OC)c2)cc1OC	4.9%	6.3%
O=C(Nc1ccccc1C(F)(F)F)c1ccc(-c2cccc(Cl)c2)o1	-0.9%	2.1%
COc1ccc(-n2c(SC3CCOC3=O)nc3ccccc3c2=O)cc1OC (centres undefined)	-9.1%	-0.8%
COC(=O)C1=C(N)Oc2c(oc(CO)cc2=O)C1c1ccccc1F (centres undefined)	.	4.0%
CN(C)CCCN1C(=O)CSC1c1cccc(Cl)c1 (centres undefined)	0.5%	-0.1%
N=C1C(c2nc3ccccc3c(=O)[nH]2)=C(O)CN1CCc1ccccc1	-2.5%	6.6%
C=CCOC(=O)C1=C(C)NC(C)=C(C(=O)OCC=C)C1c1ccco1	-1.5%	-2.6%
Oc1ccccc1C(=S)N1CCCC1	1.6%	4.7%
CC(=O)Nc1ccccc1C(=O)N1CCN(c2ccccc2)CC1	-1.3%	1.1%
Cn1c(=O)c2c(nc(NCC3CCCO3)n2C)n(C)c1=O (centres undefined)	-3.4%	-6.2%
O=C(CCC(=O)N(c1cccc(F)c1)C(C(=O)NC1CCCC1)c1ccncc1)Nc1cccnc1 (centres undefined)	4.1%	2.1%
CCOC(=O)c1c(N)c(C#N)nn1-c1ccccc1C(=O)OC	-6.5%	-0.4%
CC(=O)/C=C/c1ccc2ccccc2n1	.	-0.6%
CC(=O)N1CCN=C1SCc1ccccc1F	1.9%	-1.5%
Cc1cnc(C(=O)NCCc2ccc(S(=O)(=O)NC(=O)NC3CCCCC3)cc2)cn1	-1.2%	-1.8%
O=C(O)CN1C(=O)/C(=C/c2ccccc2OCc2ccc([N+](=O)[O-])cc2)SC1=S	-0.9%	3.5%
N#CCC(=O)NNCc1cc(-c2ccccc2)n(-c2ccccc2)c1-c1ccccc1	2.3%	-5.2%
O=C(NCc1ccco1)C1CCCN(S(=O)(=O)Cc2ccccc2)C1 (centres undefined)	.	1.6%
CC(/C=C/c1ccccc1)=N\NC(=O)C1CC1(C)c1ccccc1 (centres undefined)	.	-1.6%
COc1cccc(-c2nnc(N(C)C(=O)c3ccno3)s2)c1	-8.8%	-5.2%
COc1ccc(OCC(O)CON2C(=O)c3ccccc3C2=O)cc1 (centres undefined)	-9.7%	2.7%
Cc1ccc(/C=C2\SC(N3CCC(C)CC3)=NC2=O)o1	4.6%	2.7%
O=CN1CCN(C(C(=O)NC2CCCC2)c2ccc(Cl)cc2)CC1 (centres undefined)	5.6%	-3.4%
CCOC(=O)c1ccc(NC(=O)c2ccc(S(=O)(=O)N(C)C)cc2)cc1	-0.7%	-1.3%
CC1=CC(C)(C)N2C(=O)C3(C(C#N)=C(N)OC4=C3C(=O)CCC4)c3c(C)c(C)cc1c32 (centres undefined)	-4.5%	-0.6%
Next part
SMILES	Rat MKP-3 inhibitors	Hsp70 inhibitors
CCC(Sc1nc2n[nH]c(C)c2c(=N)n1-c1cccc(Cl)c1C)C(=O)N(CC)CC (centres undefined)	5.7%	4.9%
COc1ccc(N(CC(=O)NC(C)(C)C)S(=O)(=O)c2ccc(C)c([N+](=O)[O-])c2)cc1	0.5%	-1.2%
CCOC(=O)C1=C(C)N=c2s/c(=C\c3cccs3)c(=O)n2C1c1ccc(F)cc1 (centres undefined)	-1.6%	1.2%
COC(=O)C1NN=C(C(=O)c2ccccc2)C1c1ccccc1 (centres undefined)	3.9%	-2.3%
CCOC(=O)N1CCN(C(=O)c2ccc3c(=O)n(Cc4ccc(OC)cc4)c(=S)[nH]c3c2)CC1	-1.4%	1.9%
Cc1ccccc1NC(=O)N(CCc1nc2ccccc2[nH]1)Cc1ccccc1	.	2.5%
O=C(Nc1ccccc1C(=O)N1CCOCC1)c1cccnc1	-1.4%	-2.7%&7.5%
CCOc1cc(/C=C2\C(=O)NC(=O)N(c3ccc(Cl)cc3)C2=O)cc(I)c1OC	0.5%	4.7%
Cc1nc(C)c(C(=O)Nc2ccccc2)s1	-11.1%	-0.8%
Cc1cc(C)c(C#N)c(SCSCc2ccccc2)n1	.	2.7%
Cc1ccc2cc3cc(C(=O)N4CCCCC4C)oc3nc2c1 (centres undefined)	-5.5%	-3.1%
COC(=O)c1cc2c(s1)CS(=O)C2 (centres undefined)	6.1%	4.0%
Cc1ccc([N+](=O)[O-])cc1NC(=S)NC(=O)c1ccc(Cl)cc1	-1.3%	-0.2%
O=C(NCCC1=CCCCC1)C1CC(=O)N(C2CCCCC2)C1 (centres undefined)	6.3%	6.8%
COc1ccc(CCNC(=O)C2CCCN(C(=O)N(C)C)C2)c(OC)c1 (centres undefined)	11.5%	2.8%
CCN(CC)C(=O)CSc1nnc(-n2nc(C)cc2C)c2ccccc12	-13.2%	0.9%
Cc1ccc(CN2CC(C(=O)Nc3ccc4c(C)cc(=O)oc4c3)CC2=O)cc1 (centres undefined)	-9.7%	6.5%
Cc1cc(S(=O)(=O)Nc2nc(CN3CCOCC3)nc3sc4c(c23)CCCC4)ccc1F	.	-1.6%
CC(=O)NCc1cc(-c2nn(C)c(=O)c3ccccc23)ccc1C	.	2.0%
O=C(Oc1ccc(C(=S)N2CCOCC2)cc1)c1ccccc1Cl	-0.1%	-3.1%
O=C(O)CCC(=O)Nc1ccc(Cc2ccc(NC(=O)CCC(=O)O)c(O)c2)cc1O	4.5%	-1.9%&2.6%
O=C(c1ccc(N2CCN(C(=O)c3ccc(F)c(F)c3)CC2)cc1)c1cccc(F)c1	4.6%	0.5%
CCc1cccc2c(C(=O)Cn3nnc(-c4ccc(OC)c(OC)c4)n3)c[nH]c12	.	3.3%
O=C(NCCN1C(=O)C2C3C=CC(C3)C2C1=O)NCc1ccccc1 (centres undefined)	-1.1%	5.3%
O=C(NCCN1CCN(c2ccccc2)CC1)c1ccc(NC(=O)C2CCCO2)cc1 (centres undefined)	-7.5%	.

Next part, starting with the last 5 of the part before.
SMILES	Rat MKP-3 inhibitors	Hsp70 inhibitors
O=C(O)CCC(=O)Nc1ccc(Cc2ccc(NC(=O)CCC(=O)O)c(O)c2)cc1O	4.5%	-1.9%&2.6%
O=C(c1ccc(N2CCN(C(=O)c3ccc(F)c(F)c3)CC2)cc1)c1cccc(F)c1	4.6%	0.5%
CCc1cccc2c(C(=O)Cn3nnc(-c4ccc(OC)c(OC)c4)n3)c[nH]c12	.	3.3%
O=C(NCCN1C(=O)C2C3C=CC(C3)C2C1=O)NCc1ccccc1 (centres undefined)	-1.1%	5.3%
O=C(NCCN1CCN(c2ccccc2)CC1)c1ccc(NC(=O)C2CCCO2)cc1 (centres undefined)	-7.5%	.
CC(C)C(=O)NCCCc1ccccc1	.	1.9%
CCCCN(CCCC)C(=O)c1ccc(Cl)c([N+](=O)[O-])c1	1.8%	-4.9%
Cc1ccc2[nH]c3nc(N/N=C/c4c(O)ccc5ccccc45)nnc3c2c1	1.2%	2.0%
Cc1ccc(-c2nn3c(C)nnc3s2)cc1NC(=O)C(C)C	3.1%	-5.7%
NC(=S)NNc1cccc(Cl)c1	.	-1.1%
CCOC(=O)c1c(NC(=O)CSc2nnc(-c3ccco3)o2)sc(C)c1C	.	3.8%
CC(C)N(Cc1cc2ccccc2[nH]c1=O)C(=O)c1cccnc1	-12.7%	3.1%
COc1ccc(CCN2C(=O)CSC2c2ccccc2[N+](=O)[O-])cc1OC (centres undefined)	0.9%	7.8%
COc1cccc(CNC(=O)Cn2cccc2)c1	5.4%	4.7%
Cc1ccc(-n2ccc(N)c(C#N)c2=O)cc1	0.0%	1.5%
NS(=O)(=O)c1ccc(NC(=O)COC(=O)CSc2n[nH]c(-c3ccccc3)n2)cc1	0.5%	4.1%

The list is partial; count on the stated rates, not on these rows.
